M. tuberculosis HTS = M. tuberculosis growth inhibition, HTS (AID 449762); M. tuberculosis H37Rv growth inhibition, 7H9 media; higher % means a stronger effect; inhibition, % at 25 µM, or IC50 in µM where a hit was titrated; 330,000 compounds, 0.59% hits; in the data active = a potency from the dose series; inconclusive = inhibition above about 70% without an active follow-up result;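 note: bacterial growth assessed after seven days of incubation; strong numbers were not always called active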
tuberculosis growth = growth inhibition of non-replicating M. tuberculosis (AID 488890) | 320,000 compounds, 0.39% hits | Mycobacterium tuberculosis non-replicating, growth inhibition; higher % means a stronger effect | inhibition, % at 25 µM, or IC50 in µM where a hit was titrated; in the data active = a potency from the dose series; inconclusive = inhibition mostly from about 82% at the one dose, without a potency; inactive = the rest, 99 in 100 with inhibition below about 76%;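 note: plate controls were DMSO cells for no effect and high antibiotic wells for full effect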
H1N1 NS1A inhibition = H1N1 influenza NS1A inhibitors, functional cell based assay (AID 504329). 340,000 compounds, 0.3% hits. NS1A functional cell-based assay, percent inhibition; higher % means a stronger effect. one-dose inhibition, % at 12.5 µM; IC50 in µM for titrated hits; in the data active = a potency from the dose series; inconclusive = inhibition above about 27% without an active follow-up result; note: strong numbers were not always called active
Salmonella PhoP GFP = PhoP regulon inhibitors, Salmonella typhi PhoP promoter GFP reporter, confirmatory (AID 1850); Salmonella Typhi PhoP-promoter GFP reporter, fluorescence, 4 h; higher % means a stronger effect; inhibition, % at 50 µM, or IC50 in µM where a hit was titrated; 310,000 compounds, 0.33% hits; in the data active = a potency from the dose series; inconclusive = inhibition mostly from about 25% at the one dose, without a potency; inactive = the rest, 99 in 100 with inhibition below about 19%;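 note: 0% = induced wells with vehicle and 100% = uninduced wells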
VEEV TC-83 Vero = inhibitors of VEEV TC-83 cytopathic effect, confirmation, Vero cells (AID 588727). Vero cells, VEEV TC-83 cytopathic effect inhibition; higher % means a stronger effect. one-dose inhibition, % at 20 µM; IC50 in µM for titrated hits. 350,000 compounds, 0.13% hits; in the data active = a potency from the dose series; inconclusive = inhibition mostly from about 14% at the one dose, without a potency; inactive = the rest, 99 in 100 with inhibition below about 12%; note: strong numbers were not always called active
VEEV TC-83 Vero 10K pilot screen = further read-out of VEEV TC-83 Vero, marked with its call; inhibition, %; measured here: 10K pilot screen inhibition
Numbers without * were called inactive; i = inactive; ? = inconclusive; nt = no result given. An unsorted share of the library; 1.5% or so of the library scored in one or more.

SMILES	M. tuberculosis HTS	tuberculosis growth	H1N1 NS1A inhibition	Salmonella PhoP GFP	VEEV TC-83 Vero	others
O=C(CNC(=O)c1ccc(Cl)cc1)OCC(=O)N1CCCC1	4%	-3%	-10%	-14%	0.9%
COc1ccc(CC(=O)NCCC2=CCCCC2)cc1	-1%	9%	11%	3%	0.6%
Cc1ccsc1-c1nc(CN2C[C@@H](C)O[C@@H](C)C2)c(C)o1	-3%	1%	-4%	6%	1.4%
CSc1nc2sc3c(c2c(=O)n1C1CCCCC1)CCN(C)C3	0%	-6%	2%	1%	0.6%
Cc1ccc(CCCOC(=O)C[N+]2(C)CCCC2)cc1	-7%	4%	-2%	2%	0.2%
CCOc1ccc(C(=O)CSc2nnc(N)s2)cc1	-2%	-2%	4%	-8%	i	VEEV TC-83 Vero 10K pilot screen=0.9
Cc1sc2nc(CN3CCOCC3)nc(NS(=O)(=O)c3ccccc3)c2c1C	-8%	11%	5%	6%	2.4%
COC(=O)N/N=C\c1ccc(-c2cc(Cl)c(Cl)cc2Cl)o1	-1%	-11%	0%	-13%	0.2%	VEEV TC-83 Vero 10K pilot screen=2.3
Cc1nn(C)cc1-c1n[nH]c(=S)n1-c1ccc(F)cc1	-2%	3%	3%	-8%	4.2%
Cc1ccc(S(=O)(=O)C2(C(=O)O)CCCC2)cc1C	2%	8%	-4%	22%	3.2%
CC(C)C(=O)Nc1nc(-c2ccc(S(=O)(=O)N3CCOCC3)cc2)cs1	5%	0%	13%	10%	2.6%
COC(=O)c1ccc(COC(=O)c2ccc(S(=O)(=O)N3CCC(C)CC3)cc2)o1	15%	69%	0%	-1%	0.6%
COc1cc2c(cc1OC)CN(CC(=O)Nc1ccc(C)cc1)CC2	nt	nt	2%	-1%	0.1%
CC(C)CNS(=O)(=O)c1cc(C(=O)N2CC(C)OC(C)C2)c(Cl)cc1Cl (stereo not given)	1%	10%	-4%	-13%	0.1%
O=C(NC(=S)Nn1cnnc1)c1cccc(Br)c1	7%	-14%	0%	7%	0.2%
CC1C(=O)Nc2ccccc2N1C(=O)c1ccc(F)cc1F (stereo not given)	-3%	-4%	18%	8%	i
COc1ccc(CNCCCNCc2ccc(OC)c(OC)c2)cc1OC	nt	nt	-16%	nt	i
CCn1cc(C(=O)NCC2COc3ccccc3O2)c2cc(OC)c(OC)cc2c1=O (stereo not given)	10%	16%	1%	-7%	7.6%
COc1cccc(CN(C)CC(O)COC(c2ccccc2)c2ccccc2C)c1 (stereo not given)	?	?	3%	7%	i
O=C(OCC(=O)N1CCN(C(=O)c2ccco2)CC1)c1ccc(Cl)nc1	3%	9%	-21%	nt	0.2%
C[C@@H]1NC(=O)/C(=C\c2ccccc2Cl)NC1=O	-4%	0%	nt	-3%	0.7%
O=C(Nc1nnc(-c2ccccc2F)s1)Nc1ccccc1F	5%	5%	7%	-2%	0.0%	VEEV TC-83 Vero 10K pilot screen=2.6
O=C(NCCNC(=O)c1ccccc1Br)c1cccnc1	8%	0%	4%	4%	i
Cc1cc(C(=O)Nc2cc(C(C)(C)C)on2)c(C)o1	-1%	9%	0%	-13%	0.6%
Cc1cccc(C(=O)Nc2cc(=O)n(C)c(=O)n2C)c1	-1%	nt	5%	-6%	0.5%
CC(C)OCCCNc1nc2c(cnn2C)c(=O)[nH]1	nt	nt	8%	nt	0.7%
NC(=O)c1nsc(C(=O)N(Cc2ccccc2F)C(C(=O)NCC2CCCO2)c2ccc(F)cc2)c1N (stereo not given)	1%	12%	-11%	-7%	3.2%
O=C(/C=C/c1ccco1)Nc1sc2c(c1C(=O)O)CCC2	0%	25%	22%	-1%	1.4%
CCOC(=O)c1[nH]c2cc(OC)c(OC)cc2c1NC(=O)c1ccc2c(c1)OCO2	0%	2%	-22%	7%	4.5%
CCN(Cc1ccccc1)S(=O)(=O)c1csc(C(N)=O)c1	-13%	17%	6%	0%	2.2%
CN1CCCN(C(=O)/C=C/c2ccc(Cl)cc2Cl)CC1	6%	15%	-8%	-8%	3.5%
O=C(O)c1cc(-c2cc3ccccc3o2)nn1-c1ccccc1	4%	16%	-5%	2%	1.7%
CC(C)(C)OC(=O)N1CCC(C(=O)Nc2cccc(C(=O)NCc3ccccc3)c2)CC1	nt	nt	-15%	nt	i
O=C(NCc1nc2ccccc2[nH]1)C1=C[C@@H](c2ccc(Br)cc2)C[C@@H](OCc2ccc(CO)cc2)O1	?	44%	12%	3%	0.6%
CCCCN1CCC(=O)NC1=O	nt	nt	-1%	nt	i
COc1ccc(/C=N/NC(=O)c2ccc(N(C)S(=O)(=O)c3ccccc3)cc2)c(OC)c1	3%	12%	8%	-6%	1.9%
CCOC(=O)c1ccc(-n2c(CN3CCC(O)CC3)nc3ccc([N+](=O)[O-])cc3c2=O)cc1	20%	32%	3%	4%	4.1%
COC(=O)CC1C(=O)NCCN1C(=O)c1ccc(S(=O)(=O)N2CCOCC2)cc1 (stereo not given)	0%	5%	0%	11%	1.7%
O=C(Nc1ccc(Cl)cc1)c1ccc2c(c1)S(=O)(=O)c1ccccc1C2=O	-1%	-2%	1%	1%	i
CC(C)C1NC2(C(=O)c3ccccc3C2=O)C2C(=O)N(c3ccc(F)cc3)C(=O)C12 (stereo not given)	1%	1%	-15%	12%	i
CCn1cc(C(=O)NCCc2ccccc2)c(=O)c2cc(S(=O)(=O)N3CCCC3)ccc21	?	23%	0%	-7%	6.4%
CC(C)OCCCNC(=O)C1CC(=O)N(CCc2ccccc2)C1 (stereo not given)	1%	1%	-16%	-3%	0.2%
COc1cccc2nc3cc(C)c(C)cc3nc12	3%	nt	1%	-8%	0.0%
COCCN1C(=O)/C(=C2/C(=O)N(CC(=O)Nc3ccccc3Cl)c3ccccc32)SC1=S	11%	-8%	1%	-1%	5.2%
Oc1ccc(N=Nc2ccc3c(c2)OCCO3)c2ncccc12	54%	?	-4%	-9%	?
Cc1nnc(SCCCn2c(N3CCN(c4ccccc4)CC3)nc3c2c(=O)[nH]c(=O)n3C)s1	-9%	-4%	-7%	10%	4.2%
CC(C)[C@H](NC(=O)N1CCn2c1nc1ccccc12)C(=O)N[C@@H](C(=O)O)c1ccccc1	-4%	-20%	-3%	-11%	0.0%
CC(C)CN(CCNC(=O)CN1C(=O)COc2ccc(S(=O)(=O)N3CCC(C)CC3)cc21)CC(C)C	-9%	-2%	2%	2%	i
Cc1ccc(C(=O)NCCCNC(=O)c2ccc(C)nc2)cc1	-3%	-2%	7%	0%	0.4%
COc1ccc(Nc2c(-c3ccco3)nc3cccc(C)n23)cc1	6%	49%	-7%	8%	0.4%
CC1(C)C2CCC1(CS(=O)(=O)NC1CCCC1)C(=O)C2 (stereo not given)	-14%	12%	6%	-8%	0.7%
C/C(=N\NC(=O)c1nc2ccccn2c1C)c1cccc([N+](=O)[O-])c1	-1%	17%	-9%	4%	2.4%
O=C(NCC1OCCCN1S(=O)(=O)c1cc(F)ccc1F)C(=O)NC1CCCC1 (stereo not given)	-12%	-9%	-1%	-9%	3.3%
CC(C)(C)OC(=O)C[C@H]1C/C=C\C[C@H](CC(=O)NCCO)C(=O)N[C@@H](c2ccccc2)COC1=O	0%	6%	0%	nt	0.7%
CCC(=O)N1CC2(c3ccccc3)CN(C(=O)CC)CC(c3ccccc3)(C1)C2=O	-3%	-5%	-15%	3%	1.6%
CCNC(=S)N1CCCCC1CO (stereo not given)	3%	18%	-1%	8%	0.5%
O=C(/C=C/c1ccc([N+](=O)[O-])cc1)Nc1ncc([N+](=O)[O-])s1	nt	nt	-4%	nt	13%
CCCCn1c(-c2ccc(OC)cc2)nc2c(=O)n(C)c(=O)[nH]c21	4%	7%	-5%	6%	0.7%
CC(C)NC(=O)Cn1cc(C(=O)c2ccccc2)c2ccccc21	0%	-18%	-19%	5%	i
COc1cccc(NC(=O)N2CCN(c3nc(-c4cccc(OC)c4)cs3)CC2)c1	?	42%	-15%	3%	8.8%
Further entries:
SMILES	M. tuberculosis HTS	tuberculosis growth	H1N1 NS1A inhibition	Salmonella PhoP GFP	VEEV TC-83 Vero	others
Cc1ccc2cc3c(N)[nH]nc3nc2c1	-5%	-10%	-1%	19%	1.7%
Nc1c(C(=O)NCc2ccco2)c2nc3ccccc3nc2n1CCN1CCCCC1	22%	23%	-11%	-4%	4.6%
CCN1C(=O)C(CC(=O)Nc2ccc(Cl)cc2)N(NC(=O)c2ccncc2)C1=S (stereo not given)	13%	2%	nt	-15%	0.7%
Cc1ccc(CNC(=O)C2CCN(S(=O)(=O)c3cnc[nH]3)CC2)cc1	-8%	4%	0%	10%	i
Cc1ccc(S(=O)(=O)N2CCCCC2)cc1NC(=O)CN1C(=O)CN(C)C1=O	4%	-4%	-21%	8%	1.3%
O=C(Nc1nnc(-c2ccco2)o1)C1CCCCC1	-1%	52%	5%	8%	1.1%
Cc1ccc2[nH]c(=O)c(CN(Cc3cccs3)Cc3nnnn3Cc3ccccc3)cc2c1	52%	66%	4%	-10%	1.9%
Cc1sc(NC(=O)CS(=O)(=O)c2ccccc2)c(C#N)c1C	-5%	26%	-14%	-2%	4.2%
O=C(CCc1nc(-c2ccccc2)no1)NCc1ccco1	-4%	32%	3%	-9%	0.8%
COc1ccc(N(C(=O)COc2ccc(F)cc2)S(=O)(=O)c2ccc(C)cc2)cc1	10%	24%	-11%	-1%	0.1%
Cc1cccc(CNC(=O)Cn2ccc3cc(S(=O)(=O)N4CCCCCC4)ccc32)c1	-4%	6%	1%	7%	0.5%
CCOCCCNC(=O)C1CCN(C(=O)Nc2ccc(Cl)cc2)CC1	-1%	3%	3%	-3%	1.7%
O=C(NCCS(=O)(=O)N1CCCCCC1)c1ccccc1	-11%	-15%	-7%	3%	1.5%
O=C(NC1CCCCC1)NC1CCN(C(=S)NCc2ccco2)CC1	12%	13%	-1%	11%	0.3%
O=C(C1=NN[C@@H]2C(=O)N(c3ccccc3C(F)(F)F)C(=O)[C@H]12)c1ccc2ccccc2n1	3%	-2%	4%	-4%	0.5%
O=C(O)Cn1c(=S)sc2ccccc21	-4%	0%	0%	11%	i
COc1ccc(-c2cn[nH]c2-c2ccc(OC)cc2O)cc1	4%	23%	-9%	-3%	4.8%
CCc1ccc(C(=O)NNC(=O)C2CSC3(C)CCC(=O)N23)cc1 (stereo not given)	2%	8%	-10%	1%	1.4%
O=C(Nc1ccc(N2CCN(C(=O)c3ccco3)CC2)cc1)c1cc(Br)ccc1Cl	3%	-14%	-9%	nt	6.3%
Cc1cc(C)n(C(=O)CNc2ccc(C)c(C)c2)n1	?	11%	-2%	-2%	1.5%
Cc1[nH]n(-c2ccccc2)c(=S)c1C=Nc1cccc([N+](=O)[O-])c1	-4%	-12%	11%	-7%	0.1%
O=C(c1cccc([N+](=O)[O-])c1)N1CCN(c2cccc(Cl)c2)CC1	35%	nt	2%	-8%	8.8%
O=c1cc(-c2ccccc2)nc2n1Cc1ccccc1-2	1%	-3%	-1%	-4%	4.6%	VEEV TC-83 Vero 10K pilot screen=6.0
COc1ccccc1NC(=O)C(C)N(C)Cc1ccc(Cl)s1 (stereo not given)	20%	52%	6%	-4%	0.5%
COc1ccccc1NC(=O)c1c(Br)cnn1C	3%	4%	-1%	-7%	i
N#Cc1c(-n2cccc2C=O)sc2c1CCCC2	25%	22%	-5%	1%	2.8%
CC(OC(=O)c1ccc(NC(=O)CC#N)cc1)C(=O)NC(c1ccccc1)c1ccccc1 (stereo not given)	-6%	35%	-4%	nt	4.3%

Six compounds from above, sorted by count of non-hydrogen atoms, low to high.
SMILES	M. tuberculosis HTS	tuberculosis growth	H1N1 NS1A inhibition	Salmonella PhoP GFP	VEEV TC-83 Vero	others
O=C(O)Cn1c(=S)sc2ccccc21	-4%	0%	0%	11%	i
N#Cc1c(-n2cccc2C=O)sc2c1CCCC2	25%	22%	-5%	1%	2.8%
Cc1cc(C)n(C(=O)CNc2ccc(C)c(C)c2)n1	?	11%	-2%	-2%	1.5%
O=c1cc(-c2ccccc2)nc2n1Cc1ccccc1-2	1%	-3%	-1%	-4%	4.6%	VEEV TC-83 Vero 10K pilot screen=6.0
COc1ccc(-c2cn[nH]c2-c2ccc(OC)cc2O)cc1	4%	23%	-9%	-3%	4.8%
CC(OC(=O)c1ccc(NC(=O)CC#N)cc1)C(=O)NC(c1ccccc1)c1ccccc1 (stereo not given)	-6%	35%	-4%	nt	4.3%
